# Assay outcomes from PubChem BioAssay.
# PPARg SRC-3 ag: agonists of human PPARgamma SRC-3 coactivator recruitment; P37231; biochemical PPARgamma/SRC-3 coactivator recruitment assay; activation, % at 8 µM; 0.26% of 200,000 active; in the data active means activation above about 23%;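 further: 0% = DMSO and 100% = reference agonist; some compounds past the cut are filed as inactive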
# SRC2 TRFRET art: counter-screen for PPARgamma SRC-2 recruitment agonists: TR-FRET artefact; hits give high values; TR-FRET ratio at 8 µM; 0.4% of 200,000 active; in the data active means TR-FRET ratio above about 2000; further: inactives centre near 1500
# PPARg SRC-2 ag: PPARgamma-driven SRC-2 recruitment agonism | P37231 | PPARgamma LBD-SRC-2 recruitment, biochemical | activation, % at 8 µM | 0.34% of 200,000 active; in the data active means activation above about 22%;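 further: 0% = vehicle and 100% = reference agonist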
# G6PDH counter: L. mesenteroides G6PDH inhibition counter-screen | 0.12% of 200,000 active | AID 1020 | Purified L. mesenteroides G6PDH, diaphorase/resazurin coupled fluorescence, 45 min | inhibition, % at 5 µM; in the data active means inhibition above about 50%
# Diaph act CS: diaphorase activation or chemical reduction counter-screen | Diaphorase/resazurin coupled assay, resorufin fluorescence, 16 min; hits give high values; 1 = vehicle wells, 0 = NADH-free wells | activation factor at 20 µM | 0.005% of 190,000 active | AID 1229;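 active means diaphorase activity raised at least twofold by the compound at 20 µM; inactive means activation factor below 2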
#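 Test system: Clostridium kluyveri diaphorase, purified enzyme. Buffer or medium: 50 mM HEPES pH 7.4 buffer plus MgCl2 and Tween 20. Also added: 0.114 mM NADH and 0.1 mM resazurin, final amounts. Dosing: compound 20 µM once, DMSO 1%. Schedule: 16 min enzyme reaction, ambient temperature. Detection: fluorescence of resorufin, 544 nm excitation, 590 nm emission.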
# PMI act hi M6P: PMI (human) activation, high substrate | coupled PMI enzyme assay, resazurin fluorescence, 20 min; hits give high values; 1 = untreated enzyme, 0 = substrate-free blank | P34949 | 0.34% of 190,000 active | activation factor at 20 µM;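 active means activation factor of 2 or more at 20 µM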
# Target sequence (P34949 whole entry, looked up): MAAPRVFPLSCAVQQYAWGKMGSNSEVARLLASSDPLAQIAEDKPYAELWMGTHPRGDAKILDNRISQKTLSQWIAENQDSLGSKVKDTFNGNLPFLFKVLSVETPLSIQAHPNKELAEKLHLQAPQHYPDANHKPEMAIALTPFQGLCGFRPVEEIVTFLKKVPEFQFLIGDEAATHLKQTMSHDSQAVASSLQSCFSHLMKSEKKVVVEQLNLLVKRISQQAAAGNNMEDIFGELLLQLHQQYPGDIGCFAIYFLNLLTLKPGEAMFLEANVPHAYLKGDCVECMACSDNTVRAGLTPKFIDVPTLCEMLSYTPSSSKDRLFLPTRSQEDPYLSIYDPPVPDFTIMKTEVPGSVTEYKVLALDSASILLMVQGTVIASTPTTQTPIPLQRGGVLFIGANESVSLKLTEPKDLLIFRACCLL
#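 Material: human phosphomannose isomerase with PGI, G6PDH, diaphorase coupling enzymes / Reagent: Man-6-P substrate 1.0 mM / Dosing: single compound dose of 20 µM, 1% DMSO final / Incubation: enzyme reaction with compound 20 min at room temperature / Signal: resorufin fluorescence (Ex 544/Em 590 nm) from resazurin via diaphorase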
# Diaph inh CS: counter-screen for diaphorase-based assays: diaphorase inhibitors and chemical oxidizers. 0.69% of 190,000 active. AID 1217. inhibition, % at 20 µM. diaphorase resazurin-to-resorufin fluorescence, NADH, 16 min; bacterial (C. kluyveri) enzyme, not human;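 active means primary screen inhibition at 20 µM above a set limit, cut at about 50% in these data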;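 further: plate controls were DMSO with full reaction for no effect and wells lacking NADH for full effect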
#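 System: Bacterial diaphorase enzyme (C. kluyveri) | Incubation: 16-min room-temperature incubation before reading | Benchmarks: No-NADH positive control and DMSO neutral control | Measured by: Resorufin fluorescence 544/590 nm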
# PMI activator: phosphomannose isomerase (human) activation; AID 1214; 0.005% of 190,000 active; activation factor at 20 µM; purified human PMI, coupled resazurin fluorescence, 20 min; hits give high values; 1 = vehicle control, 0 substrate-free wells;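 active means activation factor of 2 or more at 20 µM, relative to plate controls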
# PPARg SRC-1 ag: PPARgamma-driven SRC-1 recruitment agonism | P37231 | PPARgamma-SRC-1 coactivator recruitment biochemical assay | activation, % at 8 µM | 0.41% of 200,000 active | AID 631; in the data active means activation above about 19%;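 further: 0% = DMSO and 100% = reference agonist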
# S1P3 antag: blocks the human S1P3 receptor | Q99500 | CHO S1P3 NFAT-BLA reporter, FRET fluorescence, antagonist mode | inhibition, % at 4.98 µM | 0.27% of 170,000 active | AID 485;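 active means inhibition above the plate cutoff, the mean inhibition of test wells on that plate plus 3 SD, cut at about 28% in these data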;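 further: cells challenged with S1P at its EC80 of 0.8 µM; blue over green emission ratio from cleaved BLA substrate after 4 h stimulation; 0% = S1P-stimulated wells and 100% = unstimulated DMSO-only wells; some compounds past the cut are filed as inactive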
# ROMK mod: modulates human ROMK potassium channel activity; P48048; Tet-inducible ROMK, thallium flux fluorescence; actives lie on both sides; B-score at 10 µM; 2% of 130,000 active;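 active means signal ratio slope over the read window, or its plate-corrected B-score, at least 3 SD from the plate mean, either direction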;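 further: B-score of the F/F0 ratio slope over 7 to 12 s after thallium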
# Target sequence (P48048 whole entry, looked up): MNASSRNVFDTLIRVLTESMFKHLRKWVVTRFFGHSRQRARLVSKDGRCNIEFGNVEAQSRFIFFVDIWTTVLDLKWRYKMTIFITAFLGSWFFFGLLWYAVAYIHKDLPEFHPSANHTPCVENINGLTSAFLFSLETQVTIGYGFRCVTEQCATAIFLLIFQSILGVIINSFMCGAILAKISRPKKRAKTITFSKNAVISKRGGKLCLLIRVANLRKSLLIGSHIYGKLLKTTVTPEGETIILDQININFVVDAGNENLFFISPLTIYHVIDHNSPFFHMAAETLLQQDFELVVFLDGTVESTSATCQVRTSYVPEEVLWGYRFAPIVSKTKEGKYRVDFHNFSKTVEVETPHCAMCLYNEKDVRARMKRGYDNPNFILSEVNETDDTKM
# Starred values were filed as active, the others as inactive; · = no result given.
compound	PPARg SRC-3 ag	SRC2 TRFRET art	PPARg SRC-2 ag	G6PDH counter	Diaph act CS	PMI act hi M6P	Diaph inh CS	PMI activator	PPARg SRC-1 ag	S1P3 antag	ROMK mod
Cc1ccccc1NC(=S)Nc1ccc2cn[nH]c2c1	8	1532	14	7	0.7	0.4	29	0.7	10	-14	-0.61
Cc1noc(C)c1CSc1ncnc2sc3c(c12)CCC3	-1	1327	6	-3	0.8	0.9	21	1	5	18	·
Cc1cc(C(=O)COC(=O)C2CC2)c(C)n1-c1ccc(F)cc1	1	1564	1	4	0.8	0.9	20	0.9	-1	13	-1.1
COC(=O)C(C)(C)ONC(=O)Nc1ccccc1[N+](=O)[O-]	-7	1517	-10	-2	0.9	1.1	6	1	-4	-5	-0.35
O=C(NCCc1c[nH]c2ccccc12)c1cc2sccc2n1Cc1ccccc1	11	1565	2	2	0.8	0.9	19	0.8	11	·	0.01
CC1CCCCC1NC(=O)/C(C#N)=C/c1ccccc1F (stereo not given)	10	1691	4	22	0.9	1.1	7	1.1	3	0	-5.8*
O=C(CCl)NCc1cc(-c2ccc(Cl)cc2)no1	1	1506	-1	6	1	1	3	1.1	-7	-11	0.076
CCOC(=O)/C(C#N)=C1/SC(CC)C(=O)N1c1ccc(C)cc1 (stereo not given)	0	1529	-5	2	0.9	1.3	12	1.1	-1	-17	·
OC(c1cccnc1)c1cccs1 (stereo not given)	7	1685	0	3	0.9	1	10	1	8	-15	-0.083
Cc1ccc(C(=O)C[n+]2ccc3ccccc3c2)cc1	4	1643	-1	0	1	1.2	-1	1.2	3	-3	-0.13
O=C(O)CCC(NC(=O)C(Cc1ccc2c(c1)OCO2)NC(=O)c1ccccc1)C(=O)O (stereo not given)	-11	1541	0	0	0.9	1.1	6	1	-1	·	·
COC(=O)c1[nH]c(C)c(/C(O)=C2\C(=O)C(=O)N(CCN(C)C)C2c2ccco2)c1C (stereo not given)	9	1595	8	-1	1	1.1	4	1.3	4	-3	·
S=c1[nH]nc(Cn2nnc3ccccc32)n1-c1ccccc1	2	1665	10	6	0.8	1	16	1	5	-1	0.4
C/C(=N\OCC(=O)N/N=C/c1ccc(C)cc1O)c1cccs1	-6	1513	3	-3	0.8	1.1	21	1	0	·	·
CSc1nncn1/N=C/c1ccc([N+](=O)[O-])cc1	1	1307	-12	2	1	1	0	1	10	-3	0.54
COc1cccc(CC(=O)Nc2ccc(S(=O)(=O)Nc3nc(C)cc(C)n3)cc2)c1	-2	1306	-6	1	1	1.1	1	1.1	1	-10	-1.4
CCCCN(CCCC)C(=S)NC(=O)c1ccccc1Cl	5	1648	-7	0	0.8	0.9	19	0.9	-1	17	2.7*
O=C(COC(=O)C1CCN(S(=O)(=O)c2cccc3cccnc23)CC1)c1ccc([N+](=O)[O-])cc1	-4	1440	-8	-55	0.8	0.9	24	0.9	-1	·	·
Cc1ccc(C(C)C)c(OCC(=O)Nn2c(C)nc3ccccc3c2=O)c1	2	1590	7	1	1	1.1	-1	1	1	·	·
Cc1ccc(C(=O)Nc2ncc(Cc3ccccc3)s2)o1	3	1563	4	0	0.8	0.9	16	0.9	15	25	0.056
Cc1ccc(NC(=O)COC(=O)C2CCC(=O)N2)c([N+](=O)[O-])c1 (stereo not given)	3	1434	0	7	1	0.9	2	1	-2	-39	0.3
COc1cc(CC(=O)Nc2cccc(SC)c2)cc(OC)c1OC	-1	1494	-1	-1	1	1.1	1	1	-6	0	-1.9
Cc1ccc(NC(=O)CO/N=C(\N)c2nonc2N)cc1	-5	1434	-4	-1	0.9	0.9	10	0.9	2	·	·
O=C(CSc1nc2ccccc2c(=O)n1-c1ccccc1Cl)Nc1cccc(S(=O)(=O)N2CCOCC2)c1	-2	1702	8	-4	0.8	0.9	25	1	-4	10	-2
O=C1CCCc2[nH]nc(-c3cccnc3)c21	-5	1596	4	9	1	1.1	-5	1	-1	·	0.003

# The listing continues:
compound	PPARg SRC-3 ag	SRC2 TRFRET art	PPARg SRC-2 ag	G6PDH counter	Diaph act CS	PMI act hi M6P	Diaph inh CS	PMI activator	PPARg SRC-1 ag	S1P3 antag	ROMK mod
C=CCNC(=O)c1oc2ccc(S(=O)(=O)N(CC)CC)cc2c1C	-2	1538	-7	4	1.1	1	-5	1	-1	18	-0.0098
CCOC(=O)c1cc(-c2ccncc2)nc2c1c(C)nn2C	6	1697	2	16	0.9	0.9	10	0.9	11	6	·
O=C(COC(=O)c1ccccc1Br)NCc1ccccc1	-3	1373	-9	9	0.9	1	11	1.1	-8	0	·
Cn1c(-c2ccc(Br)cc2)cnc1NCc1cccnc1	-2	1492	1	7	1	1	4	1	10	·	·
COC(=O)Cc1c(C)c2c(O)cc(C)cc2oc1=O	35*	2058*	30*	-1	0.9	1	8	1	20*	-29	·
Cc1cc(C)c(S(C)(=O)=O)c(Sc2ccc(Cl)cc2)n1	-13	1501	-5	-1	0.9	0.9	9	1	4	·	·
COc1ccccc1S(=O)(=O)Cc1ccc(C(=O)N2CCN(c3ccccc3)CC2)o1	2	1502	15	6	0.8	0.9	16	1	7	-47	·
CS(=O)(=O)N(CC(=O)N1CCC(C(N)=O)CC1)c1cc(C(F)(F)F)ccc1Cl	6	1574	3	21	0.9	0.8	13	0.9	-2	11	0.023
CCOc1ccc(CC(=O)NNC(=S)NCCc2ccccc2)cc1	-8	1588	0	21	1	1.1	-4	1	-3	-3	-0.015
Cc1c(/C=C/C(=O)c2ccc(O)cc2)cnn1C	-4	1467	-1	4	0.7	0.8	28	0.9	0	-24	·
CCC1SC2=NC(C)=C(C(=O)OC)C(c3cccs3)N2C1=O (stereo not given)	6	1753	11	-1	0.9	1	5	1	2	-8	·
CSc1ccc(CN2CCN(Cc3ccccc3)C(CCO)C2)cc1 (stereo not given)	3	1662	5	8	0.8	0.9	19	0.8	2	25	-0.013
O=C(O)c1ccccc1CSc1nc2ccccc2o1	-2	1397	-6	3	0.9	1	7	1	2	·	·
N#CCc1ccc(Oc2ncc(C(F)(F)F)cc2Cl)cc1	2	1883	8	1	0.9	1	11	0.9	12	-25	0.1
Cc1cccc(Nc2ncnc3ccccc23)c1	8	1626	-1	-5	0.9	0.8	12	0.9	4	·	-0.65
CCC(=O)Nc1ccc(S(=O)(=O)Nc2cccnc2)cc1	-1	1425	10	7	0.9	1.1	7	1	-8	-28	·
COc1ccccc1NC(=O)N(Cc1ccco1)Cc1cc2cc(C)cc(C)c2[nH]c1=O	13	1467	0	6	0.7	0.9	33	0.9	-9	27	-0.0079
Cc1nc2ccc(S(=O)(=O)NCC(=O)N(C)Cc3ccco3)cc2s1	-5	1480	-5	-3	0.8	0.9	22	0.9	-8	-10	·
CCN1CC(O)=C(c2nc3ccccc3s2)C1=N	7	1505	9	8	1	1	5	1	1	·	0.25
Cc1nn(Cc2ccc(Cl)cc2Cl)c(C)c1NC(=O)c1ccc(COc2cc(Cl)ccc2Cl)o1	-13	1512	3	3	0.9	1	14	0.9	-3	·	·
CCCn1c(SCC(=O)c2c(C)[nH]c(C)c2C(=O)OCC)nc2ccccc21	5	1729	-4	2	0.8	0.8	15	0.9	6	-8	·
COc1ccc(CNC(=S)NC2CCCC2)cc1	4	1634	6	-3	0.8	0.9	22	0.9	6	7	·
COC(=O)CSc1nn(-c2ccc(F)cc2)c(=S)s1	0	1391	3	2	0.9	1	10	1	-1	21	-0.74
CCCn1c(N2CCN(Cc3cccc(C)c3)CC2)nc2c1c(=O)[nH]c(=O)n2C	1	1691	-7	8	0.8	0.9	18	0.9	2	-20	·
CN1c2ccsc2C(O)=C(C(=O)Nc2ccccc2)S1(=O)=O	15	1656	5	-18	0.9	1	11	1	4	·	·

# Pulled by structure from the list above, two records:
compound	PPARg SRC-3 ag	SRC2 TRFRET art	PPARg SRC-2 ag	G6PDH counter	Diaph act CS	PMI act hi M6P	Diaph inh CS	PMI activator	PPARg SRC-1 ag	S1P3 antag	ROMK mod
O=C(O)c1ccccc1CSc1nc2ccccc2o1	-2	1397	-6	3	0.9	1	7	1	2	·	·
CCC1SC2=NC(C)=C(C(=O)OC)C(c3cccs3)N2C1=O (stereo not given)	6	1753	11	-1	0.9	1	5	1	2	-8	·

# (cont.)
compound	PPARg SRC-3 ag	SRC2 TRFRET art	PPARg SRC-2 ag	G6PDH counter	Diaph act CS	PMI act hi M6P	Diaph inh CS	PMI activator	PPARg SRC-1 ag	S1P3 antag	ROMK mod
CC1=C(C(=O)Nc2cccnc2)C(c2ccncc2)n2nnnc2N1 (stereo not given)	6	1453	-3	·	·	·	·	·	3	17	0.37
COc1cccc(-c2cnc(NCc3cc(Cl)ccc3O)n2C)c1	12	1602	0	6	0.8	0.9	15	0.9	15	-18	-1.1
COc1ccc(/C=N/NS(=O)(=O)c2ccccc2)cc1OS(=O)(=O)c1ccc(C)cc1	-10	1469	-6	-6	0.8	0.9	18	0.9	-6	·	0.23
O=[N+]([O-])C(=C1NCCN1)C(Cl)=C(Cl)Cl	-1	1636	2	7	1	1.1	5	1	11	-14	0.17
O=C(/C=C/c1ccc(Cl)cc1)N1CCN(c2ccc(Cl)cc2[N+](=O)[O-])CC1	1	1541	-5	10	0.9	1	6	0.9	-4	·	·
CCCc1cc(=O)oc2c(CN3CCN(C)CC3)c(O)c(Cl)cc12	·	·	·	4	0.7	0.9	25	1.1	·	·	1
CCn1cc(C(=O)N2CCCC2)c(=O)c2cc(S(=O)(=O)N(C)C)ccc21	-1	1513	2	8	0.9	1	14	1	-2	-2	·
O=Cc1cccn1-c1ncc(Br)cn1	-1	1455	5	3	0.9	0.9	12	0.9	12	7	0.58
Cc1ccc(N2CN(Cc3cccnc3)CNC2=S)c(C)c1	-5	1392	-2	0	0.9	1	8	0.9	-8	-11	0.19
CCOC(=O)c1[nH]c(C)c(CCC(=O)OC)c1C	7	1594	1	-2	1.1	1	-6	1	1	6	0.7
CCn1c(=O)c(C(=O)CN2CCOCC2)c(N)n(Cc2ccccc2)c1=O	3	1467	-2	3	1.1	1	-8	1	-9	77*	·
CC(=O)OC1CC(C)(C)N(OC(=O)c2ccc(N)cc2)C(C)(C)C1	-1	1355	-2	0	0.9	1	13	1	-3	2	·
O=C(CN(c1cccc(C(F)(F)F)c1)S(=O)(=O)c1ccc(Cl)c([N+](=O)[O-])c1)NCc1ccccc1	-1	1511	-4	24	0.8	0.9	15	1	1	-6	·
CCOc1ccccc1NC(=O)Cn1c(=O)n(-c2ccc(OC)cc2OC)c(=O)c2c(C)c(C(=O)N(CC)CC)sc21	0	1594	-8	0	0.9	1	12	1	6	-25	0.62
